# Compound activity as filed in PubChem BioAssay.
# NadD block – inhibitors of S. aureus NadD, primary screen, biochemical, colorimetric, uHTS | Nicotinate-nucleotide adenylyltransferase NadD (Staphylococcus aureus N315) | purified NadD enzyme, colorimetric absorbance read-out | inhibition, % at 20 µM | hit rate 0.78% among 360,000 | AID 602399, 2012; in the data active = inhibition above about 26%; also: some compounds past the cut are filed as inactive
# Neddylation inh – inhibitors of cullin neddylation, primary screen, biochemical, TR-FRET, uHTS, NAE and Ubc12; NEDD8-conjugating enzyme Ubc12 (Homo sapiens) + NEDD8-activating enzyme E1 regulatory …; calls only at 25 µM; hit rate 0.58% among 360,000; in the data active = inhibition above about 36%
# MLLE-PAM2 inh – inhibitors of PABP1 MLLE–PAM2 peptide binding, primary screen, biochemical, fluorescence polarization, FITC-PAM2, GST-MLLE; Polyadenylate-binding protein 1 (Homo sapiens), P11940; inhibition, % at 20 µM; hit rate 0.36% among 360,000; AID 588489, 2011; in the data active = inhibition above about 35%, passing the limit was not always enough;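 also: plate controls were DMSO wells with GST-MLLE for no effect and wells lacking GST-MLLE protein for full effect; some results filed as inactive read as strong as hits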
# SKN-1 inh – suppressors of acrylamide-induced Pgst-4::GFP reporter in worms, primary screen, SKN-1 inhibitor project, whole organism, uHTS, GFP/RFP fluorescence ratio, strain VP596 | inhibition, % at 21.8 µM | hit rate 0.49% among 360,000 | C. elegans VP596 Pgst-4::GFP/RFP ratio, 24 h | AID 624304, 2012;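 active = interference check ratio from 0.5 to 1.5 plus GFP to RFP signal ratio inhibition reaching or exceeding a fixed threshold, cut at about 30% in these data, passing the limit was not always enough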; also: some compounds called inactive have numbers as strong as hits
# MT1-MMP act inh – blockers of MT1-MMP proenzyme processing, primary screen, HT1080 RFP-PRO-GFP cells, GFP/RFP fluorescence. hit rate 0.061% among 360,000. Matrix metalloproteinase-14 (Homo sapiens), P50281. GFP/RFP ratio fluorescence, overnight; percent of plate control window, DMSO zero. GFP/RFP ratio change, % at 20 µM;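 active = GFP/RFP ratio change of at least 30% with cell ATP level not reduced by more than half and red fluorescence within 50% of control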; also: strong numbers were not always called active
#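 Test system: HT1080 cells expressing an RFP-PRO-GFP fluorescent reporter construct / Compound dosing: single-point 20 µM compound, 1% DMSO / Schedule: cells overnight before dosing, compound overnight, 37 °C, 5% CO2 / Evaluation: GFP/RFP fluorescence ratio / Control set: DMSO and RFP-L50D-GFP cell wells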
# CSN deneddyl inh – inhibitors of CSN-mediated cullin deneddylation, primary screen, biochemical, fluorescence polarization, uHTS; hit rate 0.38% among 360,000; inhibition, % at 12.5 µM; AID 651999, 2013; Purified CSN, SCF-Nedd8-OG deneddylation;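 active = pattern-corrected inhibition above about 35%, with an unprinted fluorescence ratio check between 0.5 and 1.5, limit read from the data, passing the limit was not always enough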;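 also: 0% = enzyme with substrate and 100% = substrate without enzyme; some results filed as inactive read as strong as hits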
#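 Material: purified human Csn5 enzyme expressed in HEK293T cells / Medium: Tris buffer pH 7.5, NaCl, DTT, Tween-20, trehalose, ovalbumin / Compound dosing: 12.5 µM single point / Schedule: 90 min incubation of compound, enzyme and substrate at room temperature / Signal: fluorescence polarization of the substrate / Control set: no-enzyme wells high, enzyme-with-substrate wells low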
# Rin1-Abl PPI inh – inhibitors of Rin1-Abl protein binding, primary screen, biochemical, TR-FRET; hit rate 0.4% among 360,000; inhibition, % at 7.35 µM; in the data active = inhibition above about 5%, passing the limit was not always enough
# Rpn11 inh – Rpn11 (PSMD14) deubiquitinase inhibitors, primary screen, biochemical, fluorescence polarization, uHTS; 26S proteasome non-ATPase regulatory subunit 14 (Homo sapiens), O00487; human 26S proteasome, Ub4-pepOG fluorescence polarization; 20S core pre-blocked with epoxomicin; calls only at 20 µM; hit rate 0.59% among 360,000; AID 588493, 2011;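 active = inhibition at 20 µM, scaled to each plate's controls, above about 33%, limit read from the data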
# FAS TE block – FAS thioesterase domain inhibitors, primary screen, biochemical, fluorescence intensity, uHTS. Fatty acid synthase (Homo sapiens), P49327. hit rate 0.67% among 360,000. inhibition, % at 15 µM. recombinant FAS-TE, OMFH fluorogenic substrate, fluorescence endpoint;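 active = compounds whose normalised, plate-corrected inhibition of enzyme fluorescence in the single-dose primary screen is 50% or more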;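 also: 0% = DMSO with enzyme and 100% = substrate without enzyme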
# Starred values were filed as active, the others as inactive; i = inactive; · = not tested or not shown; + = active, no number.
SMILES,NadD block,Neddylation inh,MLLE-PAM2 inh,SKN-1 inh,MT1-MMP act inh,CSN deneddyl inh,Rin1-Abl PPI inh,Rpn11 inh,FAS TE block
Cc1c(NC(=O)CN2CCN(c3ccc([N+](=O)[O-])cc3)CC2)c(=O)n(-c2ccccc2)n1C,5,i,-9,-4,2,-6,-4,i,-3
COc1cc(/C=N/NC(=O)CCN2CCN(c3ccccc3)CC2)cc(OC)c1OC,-7,i,-3,-2,4,-2,-4,i,-2
Cc1ccc(/C=N/NC(=O)c2cc3ccccc3cc2O)o1,1,i,0,-2,2,8,0,i,1
CCN(C(=O)CSc1ccc2ccccc2n1)C1CCCCC1,5,i,6,0,-2,7,-2,i,17
CC1(O)CC2CC1C(C(=O)O)C2C(=O)O (centres undefined),-1,i,6,7,3,-1,2,i,-4
CN1CCN(c2ccc(NC(=O)c3ccc(C(F)(F)F)cc3)cn2)CC1,-11,i,-1,-1,0,-5,0,i,-2
O=C(CN1C(=O)c2cccc3cccc1c23)Nc1ccccc1C(=O)NCc1ccco1,-3,·,2,1,-12,4,0,i,13
CC(C(=O)Nc1ccc(F)c(F)c1F)N(C)CC(=O)Nc1ccccc1Br (centres undefined),0,i,2,11,2,4,8,i,7
O=C(O)C1C2C=CC(O2)C1C(=O)Nc1ccccn1 (centres undefined),0,i,19,3,2,-2,-1,i,-3
CCCN=C(Nc1ccc(Cl)cc1)c1cccnc1,4,i,4,-3,3,1,4,i,-4
COc1ccc(S(=O)(=O)Nc2ccc(F)c(Cl)c2)cc1OC,-6,i,-19,5,1,-7,2,i,-3
CC(C)C(C)NC(=O)COc1nc2ccccc2nc1N(C)C1CCCCC1 (centres undefined),-4,i,3,1,-2,4,0,i,-2
Fc1ccccc1COc1ccc(/C=N/n2cnnc2)cc1,2,i,3,18,0,2,-1,i,-14
COc1nc(N)nc(N2CCOCC2)n1,-10,i,5,-12,1,2,0,i,-9
Cc1ccc(C(CC(=O)NCc2ccco2)c2ccc(OC(C)C)cc2)cc1 (centres undefined),-2,i,-3,30,-6,-2,1,i,17
C/C(Nc1ccccc1C(F)(F)F)=C1/CCOC1=O,2,i,9,-6,3,0,-2,i,-3
COC(=O)c1sccc1NC(=O)c1c(Cl)cccc1Cl,-12,i,4,19,-1,-6,-2,i,16
CC1=CC2CC1C1C(=O)N(c3ccc(S(=O)(=O)Nc4nc(C)cc(C)n4)cc3)C(=O)C21 (centres undefined),-6,i,-9,-1,-2,5,4,i,-4
O=C(NCCc1ccccc1)C1CCN(S(=O)(=O)c2cccc3nonc23)CC1,-4,i,-6,2,-2,1,-1,i,0
Cc1cccc(Oc2sc(C(=O)c3ccccc3)c(N)c2C#N)c1,-5,i,12,-1,-5,0,0,i,27
Cc1ccc(NC(=O)NN2CCOCC2)cc1,-3,i,-12,-10,0,-5,-2,i,-1
CC1(C(=O)N2CCOCC2)CCCCC1,-1,i,2,1,-2,-6,-3,i,-4
CCC(=O)N1CCN(c2ccccc2NC(=O)c2cccc(C)c2)CC1,2,i,8,10,-4,2,1,i,-5
O=C1OCCC1=COCCOC=C1CCOC1=O,6,i,8,5,3,2,-1,i,-12
Cc1cc(C(=O)CSc2nnc(-c3cccnc3)n2-c2ccccc2)c(C)n1CC1CCCO1 (centres undefined),3,i,17,5,0,-11,-1,i,-3
# New compounds follow.
SMILES,NadD block,Neddylation inh,MLLE-PAM2 inh,SKN-1 inh,MT1-MMP act inh,CSN deneddyl inh,Rin1-Abl PPI inh,Rpn11 inh,FAS TE block
COc1cccc(/C=C/C(=O)OCC(=O)c2ccc[nH]2)c1,5,+,-13,-1,1,3,-6,i,-2
O=c1[nH][nH]c(C(F)(F)F)c1C=Nc1ccccc1Cl,-3,i,-2,8,2,0,-2,i,-6
CCCNCc1cc(Cl)c(OCC)c(Cl)c1,1,i,-2,42*,·,-2,-1,i,-4
COc1ccccc1N(C)S(=O)(=O)c1ccc(C(=O)N(C)Cc2cccc(F)c2)cc1,-2,i,-3,14,0,-6,0,i,14
CCOc1ccc(OCC)c(NC(=O)CC2Oc3ccccc3NC2=O)c1 (centres undefined),-3,i,1,0,-2,-3,0,i,8
COCCNC(=O)c1ccccc1NS(=O)(=O)c1ccc(C)c([N+](=O)[O-])c1,-1,i,5,3,-5,1,0,i,-10
CCC(C)NC(=O)C1CC(c2ccc(OC)cc2)=NO1 (centres undefined),0,i,-3,13,7,1,1,i,-4
N=c1n(CCCOc2ccc(F)cc2)c2ccccc2n1CC(N)=O,-9,i,8,-6,-1,-2,2,i,-4
CC1CCC(NC(=O)C2(C)CCC(=O)N2Cc2cccnc2)CC1 (centres undefined),1,i,14,8,2,-4,2,i,-7
COc1ccccc1NC(=O)NCc1ccc(C)n1C,1,i,-5,-3,-5,1,2,i,-4
CC1(/[N+]([O-])=C/c2ccc(F)cc2)CCCCC1=O (centres undefined),-8,i,5,-11,0,1,0,i,-5
Cc1ccc(-c2cc(C(=O)NC3CCCCC3)no2)cc1,3,i,-2,-5,-1,-4,-1,i,-5
Cc1cn([C@H]2C[C@H](O)[C@@H](CCC(=O)NCCCc3ccccc3)O2)c(=O)[nH]c1=O,-4,i,-6,9,2,0,1,i,-11
Fc1ccc(-c2noc(C3CCN(Cc4cccnc4)CC3)n2)cc1,3,i,-17,7,-6,6,-2,i,-10
C#CCNC(=O)c1ccc(OCc2ccccc2)cc1Cl,-5,i,5,13,4,-3,1,i,0
COc1ccccc1N(Cc1cc2cccc(C)c2[nH]c1=O)C(=O)C(C)C,-6,i,3,-4,-1,2,0,i,1
COC(=O)c1cnn2c(C)c(Cc3cccc(F)c3)c(C)nc12,-3,·,4,5,7,0,2,i,-7
Cc1ccc2nc(NC(=O)CS(=O)(=O)Cc3ccccc3)sc2c1,-9,i,2,0,-2,0,-6,i,-2
CC(C(=O)N1CCc2ccccc2C1)N1C(=O)c2ccccc2C1=O (centres undefined),4,i,-8,4,-2,3,1,i,-1
Cc1cccc(OCCCCc2c(C)n[nH]c2C)c1,-4,i,-2,1,-10,1,1,i,-5
CC1CC(=S)Nc2ccccc2N1Cc1ccccc1 (centres undefined),-4,i,20,11,-5,-8,-1,i,4
CC1CCCC(C)N1/N=C/c1ccccc1OC(F)F (centres undefined),-4,i,11,1,0,-7,1,i,-2
CN=C1SC(CC(=O)Nc2sc3c(c2C#N)CCCC3)C(=O)N1C (centres undefined),0,i,-18,2,-2,-1,3,i,3
O=C(CCc1c[nH]c2ccccc12)OCC(=O)N1CCN(S(=O)(=O)c2ccccc2)CC1,-4,i,4,5,-3,-5,0,i,6
O=C(CN1CCN(S(=O)(=O)c2ccc(Br)cc2)CC1)c1ccc(O)c(O)c1,0,i,6,-5,-3,3,-2,i,-4

# Gathered by group: those above containing a furan ring, fused or not (three)
SMILES,NadD block,Neddylation inh,MLLE-PAM2 inh,SKN-1 inh,MT1-MMP act inh,CSN deneddyl inh,Rin1-Abl PPI inh,Rpn11 inh,FAS TE block
Cc1ccc(/C=N/NC(=O)c2cc3ccccc3cc2O)o1,1,i,0,-2,2,8,0,i,1
O=C(CN1C(=O)c2cccc3cccc1c23)Nc1ccccc1C(=O)NCc1ccco1,-3,·,2,1,-12,4,0,i,13
Cc1ccc(C(CC(=O)NCc2ccco2)c2ccc(OC(C)C)cc2)cc1 (centres undefined),-2,i,-3,30,-6,-2,1,i,17

# Remaining list, next part.
SMILES,NadD block,Neddylation inh,MLLE-PAM2 inh,SKN-1 inh,MT1-MMP act inh,CSN deneddyl inh,Rin1-Abl PPI inh,Rpn11 inh,FAS TE block
COCCNC(=O)C(OC(=O)CC1Sc2ccccc2NC1=O)c1ccncc1 (centres undefined),-1,i,12,9,3,-5,4,i,-8
Cc1nc(N)sc1N=Nc1ccc(F)cc1,-3,i,-11,19,5,1,-1,i,-38
O=C(N(c1ccccc1)c1ccccc1)n1ccnc1,2,i,-5,-1,-1,1,4,i,-4
CC1(C(=O)NS(=O)(=O)c2cccc(Cl)c2)CCN1C(=O)C1CC1 (centres undefined),-6,i,5,12,-3,-2,-5,i,-6
O=C1CSC(=S)N1c1cccc(Br)c1,-2,i,26,-1,21,2,-1,i,-6
CCN1CCN(CCCNC(=O)c2ccc3c(Cl)c4c(nc3c2)CCCC4)CC1,-9,i,-2,16,1,1,-5,i,-5
COc1ccc(S(=O)(=O)NC(=O)C2(C)CCN2C(=O)C2(c3ccccc3)CC2)cc1 (centres undefined),0,i,8,8,-1,4,-5,i,-12
CC(=O)OCC(=O)[C@H]1CC[C@H]2[C@@H]3CCC4=CC(=O)CC[C@]4(C)[C@H]3CC[C@]12C,3,i,-8,13,0,2,0,i,10
COc1cccc2cc(C(=O)N3CCN(C(=O)c4ccco4)CC3)c(=O)oc12,4,i,3,4,3,-2,-2,i,-7
COc1cc(NC(=O)c2cccc(Br)c2)nc(OC)n1,-8,i,0,17,-1,-6,-4,i,0
COc1ccc(-c2nc3ccc(C)cn3c2Cc2cccc(F)c2)cc1OC,-1,·,-19,8,-3,0,2,i,10
CCN(CC)C(=O)C(=O)N/N=C/c1ccc(C(=O)OC)cc1,1,i,2,7,-3,2,0,i,-15
Cc1ccc(-c2nnc(Nc3cccc(O)c3)c3ccccc23)cc1S(=O)(=O)NCCO,5,i,-16,6,1,9,-3,i,11
CCCN(Cc1ccc(C)cc1)C(=O)c1ccc(CNS(=O)(=O)c2ccc(C(C)=O)cc2)cc1,10,i,14,-9,5,-3,2,i,26
O=c1c2[nH]c3ccccc3c2ncn1Cc1ccccn1,-4,i,-1,-22,10,5,0,i,-8
O=C(NC(=O)c1ccncc1)NC(c1ccccc1)c1ccccc1,0,i,7,9,-6,-1,1,i,3
CCCCOc1ccc(Cl)cc1CSc1nnc(CC)n1N,5,i,-12,5,-1,1,1,i,-2
O=C(c1ccc(NS(=O)(=O)c2cccc3cccnc23)cc1)N1CCOCC1,2,i,0,4,·,0,0,i,-9
O=C(O)C1=NN(c2ccccc2)C(=O)CC1,-3,i,-14,2,2,2,-3,i,-4
Cc1c(OCC(=O)NCc2ccccn2)ccc2c3c(c(=O)oc12)CCCC3,8,i,3,-3,-1,9,2,i,3
O=C(O)Cn1c(=O)n(Cc2ccccc2)c2ccccc21,-4,i,1,-4,-2,0,1,i,-5
Cc1c(-c2ccccc2)nc2ccccc2c1C(=O)Nc1ccncc1,-1,i,4,-9,-4,3,-2,i,-2
O=c1cc(CSc2ccc(Cl)cc2)nc(N2CCCCC2)[nH]1,-1,i,10,-13,-2,6,1,i,8
Cc1cccc(-c2ocnc2C(=O)Nc2ccccc2C(=O)N2CCCC2)c1,4,i,5,5,1,-1,0,i,6
COc1ccc(S(=O)(=O)N(CC(=O)NCc2cccnc2)C2CCCCC2)cc1OC,-3,i,4,-5,0,-8,1,i,-6
